Screening results deposited in PubChem by The Scripps Research Institute Molecular Screening Center.
PME-1 inh = PME-1 inhibitors via competitive probe labeling, primary screen, biochemical, fluorescence polarization, FP-Rh probe, HTS; inhibition, % at 5.9 µM; 320,000 tested, 0.53% active; recombinant PME-1;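 active = inhibition above the campaign mean of all compounds plus 3 SD, cut at about 26% in these data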;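 note: competitive labeling of PME-1 active site by serine hydrolase directed probe; 0% = PME-1 with DMSO and 100% = wells lacking PME-1 enzyme; inhibitors block probe labeling so polarization falls and inhibition rises; many of its hits are not listed in these tables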
LYPLA1 inh = LYPLA1 inhibitors, primary screen, counter-screen for PME1 inhibitor project, biochemical, fluorescence polarization, FP-Rh probe ABPP | Acyl-protein thioesterase 1 (Homo sapiens), O75608 | recombinant LYPLA1 | inhibition, % at 5.9 µM | 320,000 tested, 0.16% active;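 active = inhibition above the mean of all tested compounds plus 3 SD, set per campaign, cut at about 14% in these data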;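 note: inhibitors block serine hydrolase probe labeling of LYPLA1 so polarization falls; 0% = enzyme with DMSO and 100% = wells lacking LYPLA1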
GSTO1 counter = inhibitors of recombinant GSTO1, primary screen, counter-screen for RBBP9 inhibitor project, biochemical, fluorescence polarization; Glutathione S-transferase omega-1 (Homo sapiens), P78417; activity-based probe fluorescence polarization; inhibition, % at 5.96 µM; 300,000 tested, 1.1% active; AID 1974, 2009;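 active = inhibition above the campaign mean inhibition plus 3 SD, cut at about 35% in these data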;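 note: 0% = GSTO1-1 with DMSO and 100% = wells lacking GSTO1-1 enzyme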
Target sequence (P78417 whole entry, looked up): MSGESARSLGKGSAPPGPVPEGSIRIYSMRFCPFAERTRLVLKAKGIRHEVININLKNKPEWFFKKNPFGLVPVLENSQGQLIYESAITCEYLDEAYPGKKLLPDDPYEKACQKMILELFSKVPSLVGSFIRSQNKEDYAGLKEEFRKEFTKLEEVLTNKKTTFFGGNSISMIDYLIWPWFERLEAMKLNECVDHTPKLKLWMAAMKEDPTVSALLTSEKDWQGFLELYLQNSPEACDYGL
PAFAH2 FP inh = PAFAH2 enzyme inhibitors, primary screen, biochemical, fluorescence polarization, human; Platelet-activating factor acetylhydrolase 2, cytoplasmic (Homo sapiens), Q99487; recombinant PAFAH2, FP-rhodamine activity probe; 340,000 tested, 0.99% active; inhibition, % at 3.39 µM; AID 492956, 2010;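 active = inhibition above the mean over all tested compounds plus 3 SD, cut at about 30% in these data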;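 note: inhibitors block probe labeling of enzyme so polarization drops; 0% = enzyme with DMSO and 100% = wells lacking PAFAH2 protein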
PAFAH1B3 inh = PAFAH1B3 enzyme inhibitors, primary screen, biochemical, fluorescence polarization, human; Platelet-activating factor acetylhydrolase IB subunit alpha1 (Homo sapiens), Q15102; recombinant PAFAH1B3, FP-rhodamine probe; inhibition, % at 3.39 µM; 340,000 tested, 0.28% active; AID 492972, 2010;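 active = inhibition above the screen-wide average of all tested compounds plus 3 SD, cut at about 25% in these data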;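 note: 0% = enzyme with DMSO only and 100% = wells lacking PAFAH1B3 protein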
LYPLA2 inh = LYPLA2 inhibitors, primary screen, counter-screen for PME1 inhibitor project, biochemical, fluorescence polarization, FP-Rh probe ABPP | 320,000 tested, 0.38% active | AID 2177, 2009 | recombinant LYPLA2 | inhibition, % at 5.9 µM;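 active = inhibition above the screen-wide mean plus 3 SD, limit set per campaign, cut at about 26% in these data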;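 note: 0% = LYPLA2 with DMSO and 100% = wells lacking LYPLA2 enzyme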
pPAFAH inh = pPAFAH enzyme inhibitors, primary screen, biochemical, fluorescence polarization, human. inhibition, % at 3.39 µM. recombinant pPAFAH, FP-rhodamine probe fluorescence polarization. AID 463082, 2010. 330,000 tested, 1.5% active. Platelet-activating factor acetylhydrolase (Homo sapiens), Q13093;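 active = inhibition above the mean inhibition across the screen plus 3 SD, cut at about 25% in these data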;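 note: inhibitors block binding of the rhodamine activity-based probe so polarization drops; 0% = enzyme with DMSO and 100% = wells lacking pPAFAH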
Target sequence (Q13093 whole entry, looked up): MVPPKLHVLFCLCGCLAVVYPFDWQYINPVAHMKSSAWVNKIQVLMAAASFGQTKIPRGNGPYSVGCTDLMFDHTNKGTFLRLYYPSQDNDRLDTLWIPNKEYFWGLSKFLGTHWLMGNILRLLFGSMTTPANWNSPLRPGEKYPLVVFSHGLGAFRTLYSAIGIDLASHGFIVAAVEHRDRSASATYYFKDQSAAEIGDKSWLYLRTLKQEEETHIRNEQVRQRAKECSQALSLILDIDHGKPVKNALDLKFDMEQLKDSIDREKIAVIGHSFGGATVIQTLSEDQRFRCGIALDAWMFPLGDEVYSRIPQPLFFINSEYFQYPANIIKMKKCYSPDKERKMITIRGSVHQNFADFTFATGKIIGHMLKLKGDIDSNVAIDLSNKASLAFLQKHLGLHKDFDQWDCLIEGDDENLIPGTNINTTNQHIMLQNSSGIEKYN
PAD4 FP inh = human PAD4 inhibitors, primary screen, biochemical, fluorescence polarization, 1536-well format | Protein-arginine deiminase type-4 (Homo sapiens), Q9UM07 | recombinant PAD4, RCA probe fluorescence polarization | inhibition, % at 6.36 µM | 330,000 tested, 0.41% active | AID 485272, 2010;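 active = percent inhibition above a cutoff equal to the mean of all tested compounds plus 3 SD, cut at about 15% in these data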;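 note: 0% = PAD4 with RCA probe and DMSO and 100% = probe without PAD4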
PAFAH1B2 FP inh = PAFAH1B2 enzyme inhibitors, primary screen, biochemical, fluorescence polarization, human. Platelet-activating factor acetylhydrolase IB subunit alpha2 (Homo sapiens), P68402. recombinant PAFAH1B2, FP-rhodamine activity probe. inhibition, % at 3.39 µM. 340,000 tested, 1.2% active. AID 492953, 2010;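 active = inhibition above the mean of all tested compounds plus 3 SD, cut at about 24% in these data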;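 note: 0% = enzyme with DMSO and 100% = wells lacking PAFAH1B2; many of its hits are not listed in these tables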
Target sequence (P68402 whole entry, looked up): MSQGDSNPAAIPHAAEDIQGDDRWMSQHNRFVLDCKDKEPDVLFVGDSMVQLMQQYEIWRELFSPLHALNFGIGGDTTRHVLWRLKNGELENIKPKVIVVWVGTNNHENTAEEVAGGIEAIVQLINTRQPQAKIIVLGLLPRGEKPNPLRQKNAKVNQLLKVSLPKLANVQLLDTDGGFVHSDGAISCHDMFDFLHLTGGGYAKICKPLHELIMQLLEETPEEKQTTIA
Starred values were filed as active, the others as inactive; nt = not tested or not shown. A portion of the library; count on the stated rates, not on these rows.

canonical_smiles	PME-1 inh	LYPLA1 inh	GSTO1 counter	PAFAH2 FP inh	PAFAH1B3 inh	LYPLA2 inh	pPAFAH inh	PAD4 FP inh	PAFAH1B2 FP inh
COC(=O)c1cc(OC)c(OC)cc1NC(=O)CCCCCN1C(=O)CCC1=O	4	-1	-6	-1	4	-1	1	-3	2
N#Cc1ccc(NC(=O)N2CCC(c3nc4c(nnn4Cc4cccc(Cl)c4)c(=O)[nH]3)CC2)cc1	12	2	-10	-2	1	14	1	-4	5
O=C(NCc1ccc(Cl)cc1)c1cc([N+](=O)[O-])ccc1Cl	-19	1	0	-1	12	-4	0	0	4
CCCC(=O)Nc1ccc2nc(SCC(=O)Nc3ccc(N4CCOCC4)c(Cl)c3)sc2c1	-8	-13	3	-7	0	-13	6	-8	1
Cc1ccc(CNC(=O)c2ccc(CS(=O)(=O)c3ccccc3)o2)cc1	3	-1	2	-4	6	0	9	-5	1
COc1ccc(N2C(=O)N3[C@@H]4c5ccccc5OC[C@@H]4[C@@H](c4ccccc4)[C@@]3(C)C2=O)cc1	nt	nt	nt	2	4	nt	2	3	1
CC(=O)N1CC=CC1(CC(C)C)C(=O)NCCc1c[nH]c2ccccc12 (stereo not given)	3	3	-1	-3	0	0	-5	-4	-2
O=C(Nc1ccc2c(c1)OCCO2)c1cc2sccc2n1Cc1ccc(F)cc1	-3	-19	-12	-5	4	-4	0	1	-1
CCC(C)C(NS(=O)(=O)c1ccc(C)cc1)C(=O)N1CCOCCOCCOCC1 (stereo not given)	-3	-3	-5	-8	2	-2	4	0	6
CCN(C(=O)c1ccc(S(=O)(=O)N2CCCC2)cc1)C1CCS(=O)(=O)C1 (stereo not given)	-4	-1	3	0	5	2	3	0	1
COc1ccc(NC(=O)CSc2nnc(C3CCCCC3)n2N)c(OC)c1	2	4	4	6	5	5	7	4	4
COC(=O)c1scc(C)c1NC(=O)C1CCCCC1	-2	0	-3	0	0	3	3	0	-6
NS(=O)(=O)c1ccc(CCNC(=O)CCCn2c(=O)[nH]c3ccc(Br)cc3c2=O)cc1	4	-3	-10	11	-2	-1	1	0	2
CC1CCN(C(=O)CSc2nc(C3CC3)nc3ccccc23)CC1	-3	-3	-9	-1	4	2	-5	-7	5
CC(C)Oc1ccc(CCC(=O)NNC(=O)c2ccccc2C(=O)O)cc1	-9	-1	6	-5	1	-7	0	-1	-1
Fc1ccc(Nc2ccnc(C(F)(F)F)c2)cc1	-1	-10	3	-4	2	-2	1	2	2
O=C(Cn1c(=O)c2cccn2c2cccnc21)N1CCN(c2ccc(Cl)cc2)CC1	-1	-2	-4	3	-2	3	14	-6	5
Cc1cc([N+](=O)[O-])nn1CCCC(=O)Nc1ccc2c(c1)OCO2	6	-1	1	5	3	2	1	15*	3
COc1cc(C(=O)NCC(=O)N/N=C/c2ccc(OC(=O)c3ccco3)cc2)cc(OC)c1OC	-3	1	14	1	-6	1	5	1	3
O=C(Cc1ccc(Br)cc1)N1CCOCC1	7	2	12	5	6	3	5	-1	-5
O=C(Cn1nc(C(F)(F)F)c2c1CCC2)NCc1ccc(F)cc1	4	2	-4	-1	0	5	-3	-4	9
O=C(CCC(=O)N(CC(=O)NC1CCCCC1)c1ccccc1F)Nc1nccs1	1	1	1	-3	1	2	1	1	3
CN(C(=O)Nc1ccc(Cl)cc1)c1c2c(nn1C)CCCC2	-10	0	-7	-1	6	-2	10	1	0
C=C1C2(C(=O)Nc3ccc(SC(F)F)cc3)CCC(C2)C1(C)C (stereo not given)	4	1	-1	10	-3	1	4	3	1
CC(C)(C)NC(=O)CSc1nc2scc(-c3ccccc3)c2c(=O)[nH]1	-6	-2	-28	9	-1	-5	8	-1	1

(continued)
canonical_smiles	PME-1 inh	LYPLA1 inh	GSTO1 counter	PAFAH2 FP inh	PAFAH1B3 inh	LYPLA2 inh	pPAFAH inh	PAD4 FP inh	PAFAH1B2 FP inh
CN(C(=O)COC(=O)c1ccc2c(c1)OCO2)C1CCCCC1	nt	nt	nt	67*	9	nt	5	1	9
Cc1nn(-c2ccccc2)c(C)c1/C=C/C(=O)OCC(=O)Nc1ncc(Cl)cc1Cl	9	5	-2	49*	-4	5	9	-3	-4
Cc1c(C(=O)Nc2ccc3c(c2)OCCO3)cnn1C	-1	0	3	1	6	-2	-2	-1	7
CCn1c(=O)c2ccccc2n2c(SCC(=O)N3CCc4ccccc4C3)nnc12	3	-1	4	1	8	2	1	5	3
Cn1nnc2cc(C(=O)NC3CC3)ccc21	-10	-1	11	13	12	3	-3	3	2
O=C(c1cccnc1Cl)N1CCOCC1	0	4	4	4	3	1	2	1	8
CCN1C(=NCCOC)N[C@@H](c2ccccc2)[C@H](C(=O)OC)[C@H]1C	nt	nt	nt	2	3	nt	8	2	11
Cn1c(C(=O)NCCCN2CCCCCC2)cc2c(=O)n(C)c3ccccc3c21	4	1	-1	-11	0	-5	1	1	1
Cc1cc(C)n(CCOC(=O)c2sc3ccccc3c2Cl)n1	-2	0	-2	9	7	2	-7	-4	0
Cc1ccc(NC(=O)N(Cc2cc3cc(C)cc(C)c3[nH]c2=O)CC2COCCO2)cc1 (stereo not given)	2	0	-5	-8	1	2	3	-4	-2
O=C(NCc1ccncc1)Nc1cc(Cl)ccc1Cl	-10	0	-6	7	2	-5	-3	-2	0
Cc1ccccc1CN(C)CC(=O)Nc1cccc(S(=O)(=O)N(C)c2ccccc2)c1	0	-3	0	2	1	0	7	4	6
CCc1nnc(NC(=O)CSCc2cc(=O)n3nc(C(C)C)sc3n2)s1	3	3	7	5	11	12	3	0	4
COCCCN1C(=O)C(=O)/C(=C(/O)c2ccc(C)cc2)C1/C=C/c1ccccc1 (stereo not given)	2	-2	27	1	10	-2	3	-4	8
CC(C)CCNC(=O)c1onc(CSc2ccc(F)cc2)c1C(=O)NCCC(C)C	-11	-11	0	-2	1	-17	4	4	-4
O=C(O)c1csc(-c2cccs2)n1	0	-2	3	4	8	-4	2	-3	4
Oc1cccc2ccc(Nc3ccccn3)nc12	-9	4	0	-4	1	-3	-1	-4	4
O=C(Nc1nc2ccccc2n1CCN1CCOCC1)c1ccc(COc2ccccc2Br)o1	-5	-4	-6	2	8	-1	17	-3	3
COc1cc(C(=O)Nc2cccc(-n3cnnn3)c2)cc(OC)c1OC	-3	-2	1	-2	10	-1	2	-5	-2
Cc1cc2nnc(SCC(=O)NCc3cccs3)n2c2ccccc12	3	-4	5	3	7	4	0	1	-1
CCC(C(=O)NCc1cccnc1)c1ccccc1 (stereo not given)	1	5	3	-3	-2	10	7	0	2
Cc1ccc(OCc2nn3c(-c4ccco4)nnc3s2)cc1	6	-1	6	2	-4	-3	-2	-5	5
CC(=O)c1ccc(-c2cccc([C@H]3[C@@H]4C=CC[C@@H](C)[C@@H]4C(=O)N3Cc3ccccc3)c2)cc1	nt	nt	nt	-1	1	nt	1	3	2
CCCN(CCC)CCNC(=O)CCC(=O)Nc1ccc2nc(N3CCN(C)CC3)cc(C)c2c1	2	0	7	-5	-4	-2	7	14	4
CNC(=S)N1C2CCC1CC(NC(=O)NC13CC4CC(CC(C4)C1)C3)C2 (stereo not given)	-4	0	-7	10	4	-1	5	1	4

Later entries
canonical_smiles	PME-1 inh	LYPLA1 inh	GSTO1 counter	PAFAH2 FP inh	PAFAH1B3 inh	LYPLA2 inh	pPAFAH inh	PAD4 FP inh	PAFAH1B2 FP inh
COC(=O)c1ccc(COc2ccccc2/C=N/O)o1	-2	0	-9	nt	nt	11	9	-3	nt
CCC(=O)NC1CC2CCCC(C1)N2Cc1ccc(C)cc1 (stereo not given)	-5	-1	7	-11	6	0	2	4	-3
CCOc1cc(S(=O)(=O)n2nc(C)cc2C)ccc1F	-2	-4	6	-2	-5	-4	4	-7	3
CC(C)Sc1nnc([C@H](Cc2ccccc2)NC(=O)OC(C)(C)C)o1	4	2	2	nt	nt	-3	2	1	nt
CCCc1ncc(C[n+]2ccccc2C)c(N)n1	-1	0	1	1	2	2	0	-2	2
COc1ccc(C2C(C#N)=C(N)OC3=C2C(=O)CCC3)c(OC)c1OC (stereo not given)	-3	0	-1	-2	0	3	6	2	-3
Cc1ccccc1NC(=O)c1c(F)c(F)c(F)c(F)c1F	0	-1	1	7	0	1	6	-5	3
Cc1ccc(CN2CCC(n3nccc3NC(=O)CCOc3ccccc3)CC2)cc1C	-2	-1	0	2	-2	-1	7	4	4
COc1ccc(OCC(=O)Nn2c(-c3cccc(OC)c3)nc3ccccc3c2=O)cc1	0	0	-2	-15	-8	-3	5	-1	6
COC(=O)C1=C(C)OC(N)=C(C#N)C1c1ccc(OC)c(OC)c1OC (stereo not given)	-4	1	13	-9	0	1	7	-1	4
CCCCOc1ccc(NC(=O)CSc2nnnn2C)cc1	0	0	5	3	-3	-1	2	-2	6
COc1cc(C(=S)N2CCC(C(N)=O)CC2)ccc1O	-1	2	7	4	13	-7	-1	0	5
COc1ccc(CC(=O)Nc2ccc(S(=O)(=O)NC(C)C)cc2)cc1	3	-3	-4	-9	2	-3	2	-2	-1
CCCC(=O)Nc1cccc(NC(=O)c2ccc([N+](=O)[O-])cc2Cl)c1	0	-1	-6	-10	1	10	8	1	3
CCn1cc(C(=O)NC2CCCCC2)c(=O)c2ccc(C)nc21	4	2	-2	-2	2	0	3	-3	6
CCOC(=O)c1ccsc1NC(=O)c1ccco1	-1	-3	6	-7	12	-6	-2	2	-1
CCCCn1c(=O)[nH]c(=O)c2c1nc(-c1ccccc1OC(F)F)n2C	-1	-6	-2	-6	1	-7	3	-3	7
COc1cc(CN2CCC(CO)(Cc3cccc(C(F)(F)F)c3)CC2)ccc1F	-4	-2	9	5	3	6	7	-3	2
CCn1c2ccccc2c2nnc(SCC(N)=O)nc21	0	-2	-2	1	16	1	1	-1	2
COCc1nnc(NC(=O)c2cccc(NC(=O)C(C)C)c2)s1	1	-3	4	-6	-3	-3	-2	1	-1
CC(NS(=O)(=O)c1ccc2c(c1)OCCCO2)C(=O)O (stereo not given)	4	1	1	0	7	-4	5	1	8
COc1cccc(-c2cc(C(=O)N3CCN(Cc4ccc5c(c4)OCO5)CC3)on2)c1	2	0	8	4	1	30*	4	5	3
O=C1c2ccc(Oc3ccc([N+](=O)[O-])cc3)cc2C(=O)N1c1ccncc1	-6	-3	0	12	0	12	1	0	-6
COc1ccccc1N(C)S(=O)(=O)c1ccc(Cl)c(C(=O)NC2=NCCS2)c1	3	-2	-1	-2	5	2	0	4	3
Cc1ccc(NC2=CC(=O)CC(c3ccc(Cl)cc3)C2)cc1 (stereo not given)	-3	1	1	-1	-3	-2	15	0	0
C=CCn1c(SCC(=O)NCCCO)nc2sc3c(c2c1=O)CCC3	4	-1	7	0	4	4	1	3	1
